Tb PFK block: T. brucei PFK enzyme inhibition | O15648 | T. brucei PFK, ADP-Glo luminescence | Potency, µM (titrated, usually from 57.5 µM), without a hit: top-dose activity, negative = inhibition, usual class: inhibitors | hit rate 0.17% among 330,000;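 further: potency means the concentration at half of the fitted maximal effect; 0% = uninhibited 1x PFK enzyme wells and -100% = no-enzyme wells; nearly all actives have a fitted effect of over 60% in size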
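In TEA buffer at pH 8.0 with 5 mM MgCl2, enzyme (1.25 nM) converted F6P (0.5 mM) and ATP (0.1 mM) for 45 min at room temperature. ADP product was read by luciferase luminescence.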
PTAP TSG101 blk: blocks PTAP/TSG101 interaction to inhibit HIV-1 budding; 340,000 tested, under 10 active; Q99816; Fluorescence polarization, FITC-PTAP peptide / Tsg101 binding; AID 493005; Potency, µM (titrated, usually from 115 µM), inactives show at the top dose activity change, negative = inhibition, actives largely listed as inhibitors; active means well fitted inhibition curve with a large enough effect in the main read-out, with a control signal flat, not every such curve was filed as active; inconclusive means small, poorly fitted or top-dose-only effect, or effect the other way, or a change in a side signal; inactive means no such curve, though single readings can be large or run the other way; further: potency means the concentration at half of the fitted maximal effect; % of control where 0% means no effect
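Fluorescence polarization binding of Tsg101 binding domain (10 uM final) to FITC-labeled PTAP peptide (50 nM final) in HEPES pH 7.5 buffer with NaCl, Tween 20, EDTA, TCEP. Compounds added before peptide; binding 20 min at RT.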
AT treatment: potential ataxia-telangiectasia treatments restoring KAP-1 phosphorylation; Potency, µM (series often up to 57.5 µM), inactives show at the highest dose activation, hits mostly activators; […] A-T fibroblasts, KAP-1 phosphorylation AlphaLISA; neocarzinostatin DNA damage 30 min before lysis; hit rate 0.19% among 320,000; further: potency means the concentration at half of the fitted maximal effect; % of control where 0% means no effect; nearly all actives have a fitted effect of over 45% in size
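ATM-like activity read as KAP-1 phosphorylation via AlphaLISA donor/acceptor antibody pairs after lysis and 6 hr at 25C. Cells were ATM-null patient fibroblasts ([…], hTERT), dosed 60 min, then exposed to the DSB inducer NCS for 30 min.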
ELG1 repair inh: blocks ELG1-dependent DNA repair in HEK293T cells. HEK293T ELG1-luciferase reporter, luminescence, 16 h; DNA damage induced by 5-fluorouridine. Potency, µM (doses to about 46.1 µM), for inactives: top-dose activity change, negative = inhibition, hits mostly inhibitors. hit rate 2.3% among 330,000. AID 504467; further: potency means the concentration at half of the fitted maximal effect; on the % scale 0 is the no-effect control and ±100 the full control effect; nearly all actives have a fitted effect of over 55% in size
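HEK293T cells expressing luciferase-tagged ELG1 (2,000/well) received 5-Fluorouridine plus compound or DMSO for 16 hr at 37 °C. Luciferase was read by ONE-Glo luminescence after 30 min at room temperature.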
Integrin act MD: activates integrin-mediated alleviation for muscular dystrophy; alpha7betagal myoblasts, beta-gal FDG fluorescence, 48 h; Potency, µM (top dose mostly 38.3 µM), for the others: at the top dose activation, usual class: activators; hit rate 0.064% among 350,000;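 further: potency means the concentration at half of the fitted maximal effect; 100% = response of the positive control SU9516; nearly all actives have a fitted effect of over 60% in size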
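alpha7betagal+/- myoblasts (passage 13, 250/well) treated 48 h at 37C with compounds at 1:260 dilution of DMSO stock. Lysed, then beta-galactosidase activity read as FDG fluorescence (ex 480/em 540) after 30 min, with pre-read for autofluorescence.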
BCR signal inh: chronic active BCR signaling inhibition | ABC-DLBCL IkBa-CBG/CBR reporter, luminescence ratio, 4 h | Potency, µM (titrated, usually from 46.1 µM), for inactives: at the highest dose ratio change, negative = lower green/red ratio, actives largely listed as inhibitors | hit rate 0.05% among 340,000; active means well fitted inhibition curve with a large enough effect in the signal ratio, with a control signal flat, not every such curve was filed as active; inconclusive means small, poorly fitted or top-dose-only effect, or effect the other way, or a change in a side signal; the % refers to the signal ratio;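 further: potency means the concentration at half of the fitted maximal effect; plate controls were basal doxycycline-induced cells for no effect and cells given 10 µM MG132 for full effect; MG132 reads +100%, hits lower the ratio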
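TMD8 human ABC-DLBCL cells with doxycycline-inducible IκBα–green luciferase fusion and unfused red luciferase, in 0.5% FBS medium; compounds up to 46 uM, 4 h at 37C. Green/red luminescence ratio, filter-overlap corrected, fitted to concentration-response curves.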
Mito fusion yeast: inhibitors of mitochondrial division or activators of mitochondrial fusion; S. cerevisiae fusion-defective mutant growth rescue, CellTiterGlo 48 h; Potency, µM (top dose mostly 46.1 µM), inactives show at the top dose growth rescue (activation), most hits filed as activators; hit rate 0.23% among 320,000;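 further: potency means the concentration at half of the fitted maximal effect; % of control where 0% means no effect; nearly all actives have a fitted effect of over 45% in size; temperature-sensitive fusion mutants such as fzo1-1 at 37 °C on non-fermentable ethanol glycerol medium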
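Compounds are tested for their ability to restore growth of mitochondrial fusion-defective yeast strains at non-permissive 37C in YPEG medium over 48 hours. Viability is quantified by luciferase luminescence.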
TSHR antag: blocks TSH signaling through the human TSH receptor | P16473 | AID 504810 | TSHR-expressing cells, TSH-stimulated cAMP HTRF, 2 h; active compounds read low | activity change, negative = inhibition, % at 11.5 µM | hit rate 0.2% among 330,000;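 active means activity change below a set negative limit, meaning inhibition stronger than a set level, cut at about -70% in these data; inconclusive means activity change between two set negative limits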; further: on the % scale 0 is the no-effect control and ±100 the full control effect
Target sequence (P16473 whole entry, looked up): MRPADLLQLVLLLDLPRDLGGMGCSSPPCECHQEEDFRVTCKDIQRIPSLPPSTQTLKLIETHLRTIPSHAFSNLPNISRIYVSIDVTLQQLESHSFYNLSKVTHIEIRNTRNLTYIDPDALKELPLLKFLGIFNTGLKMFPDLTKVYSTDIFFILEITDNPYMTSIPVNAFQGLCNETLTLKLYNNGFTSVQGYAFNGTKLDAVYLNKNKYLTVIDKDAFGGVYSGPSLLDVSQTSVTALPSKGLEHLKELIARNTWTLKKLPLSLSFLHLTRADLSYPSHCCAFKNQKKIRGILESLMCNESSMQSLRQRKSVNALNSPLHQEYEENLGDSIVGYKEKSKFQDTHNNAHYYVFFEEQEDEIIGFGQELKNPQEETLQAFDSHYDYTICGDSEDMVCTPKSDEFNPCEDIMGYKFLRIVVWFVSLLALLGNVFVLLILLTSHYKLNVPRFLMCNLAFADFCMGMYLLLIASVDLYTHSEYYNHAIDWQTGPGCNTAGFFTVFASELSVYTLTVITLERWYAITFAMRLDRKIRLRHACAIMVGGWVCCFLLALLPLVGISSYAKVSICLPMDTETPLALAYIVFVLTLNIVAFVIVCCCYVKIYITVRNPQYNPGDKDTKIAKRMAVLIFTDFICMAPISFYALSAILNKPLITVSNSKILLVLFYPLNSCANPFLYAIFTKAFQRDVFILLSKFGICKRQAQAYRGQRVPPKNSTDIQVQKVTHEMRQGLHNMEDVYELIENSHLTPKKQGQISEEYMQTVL
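Read-out is FRET at 665 nm (cryptate excitation 337 nm) from a cryptate-tagged anti-cAMP antibody, competed by cell cAMP against cAMP-d2. Compounds are tested on freshly harvested TSHR cells challenged with 4nM TSH (EC80) for 2 hours at 37 deg C.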
Eya2 inh: blocks the phosphatase activity of human Eya2 | O00167 | recombinant Eya2, OMFP fluorescence dephosphorylation (OMFP is methylfluorescein phosphate) | Potency, µM (highest dose often 76.9 µM), for inactives: at the top dose activity, negative = inhibition, usual class: inhibitors | hit rate 0.006% among 330,000; further: potency means the concentration at half of the fitted maximal effect; on the % scale 0 is the no-effect control and ±100 the full control effect
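Eya2 (0.2 uM) preincubated 10 min at ambient with compound, then OMFP substrate added at 50 uM; 10 min reaction in 50 mM HEPES pH 7.5, 50 mM NaCl, 5 uM MgCl2, 0.05% BSA, 1 mM DTT. Fluorescence read at Ex 485/Em 525 nm.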
ASM inhibitor: human S-ASM enzyme inhibition | placental ASM, HMU-PC fluorogenic substrate, 60 min | Potency, µM (highest dose often 57.5 µM), for inactives: at the top dose activity change, negative = inhibition, hits mostly inhibitors | P17405 | hit rate 0.006% among 340,000; further: potency means the concentration at half of the fitted maximal effect
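qHTS format. ASM enzyme prepared from human placenta hydrolyses the fluorogenic substrate HMU-PC0 (9 uM final) over 60 min at 37 °C after a 10 min compound preincubation.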
TCR act: activators of T cell receptors; primary human leukocytes, anti-CD3, IL-2 HTRF, 48 h; Potency, µM (titrated, usually from 9.22 µM), without a hit: at the top dose activation of IL-2 secretion, hits mostly activators; 330,000 tested, under 10 active; AID 504894; further: % of control where 0% means no effect
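48 hr co-incubation of compounds, a-CD3 beads and primary human leukocytes; IL-2 quantified homogeneously by HTRF with anti-IL-2 K and d2 conjugates.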
* = called active by the depositor; ? = inconclusive; · = no result given; [ ] = another dose, or the depositor's remark. Unless noted, the call rests on the fitted dose curve; in most records, active means well fitted curve in the direction sought with a large enough effect; inconclusive means small, poorly fitted or top-dose-only effect, or another doubt; inactive means no such curve, though single readings can be large; an effect the other way counts as inactive or inconclusive.

smiles	Tb PFK block	PTAP TSG101 blk	AT treatment	ELG1 repair inh	Integrin act MD	BCR signal inh	Mito fusion yeast	TSHR antag	Eya2 inh	ASM inhibitor	TCR act
Cc1cc(NC(=S)Nc2cccnc2)ccc1Br	-18.7%	-1.3%	1.3%	11.8%	9.0%	?	-3.8%	28.6	-8.6%	-1.5%	7.7%
O=C(N/C(=C\c1ccco1)C(=O)N1CCCC1CO)c1ccccc1 (stereo not given)	-24.6%	0.1%	0.7%	0.0%	42.2%	-14.7%	4.5%	8.9	-4.8%	11.6%	-1.4%
O=C(NCCN1CCOCC1)c1c(F)c(F)c(F)c(F)c1F	2.1%	-7.5%	-3.1%	-2.0%	9.8%	1.8%	-0.5%	-13.7	19.3%	3.1%	·
Cc1ccc(OCc2cc(C(=O)N3CCN(C)C[C@@H]3c3ccccc3)no2)cc1C	-1.8%	·	9.7%	?	-35.7%	-1.3%	-3.1%	6.8	-11.4%	-2.5%	-29.5%
CC1CN(S(=O)(=O)c2cccc(-c3cn4ccccc4n3)c2)CC(C)O1 (stereo not given)	2.3%	-7.2%	-22.0%	?	0.9%	-4.7%	2.82µM*	-34.3	13.4%	-0.9%	-4.6%
Cc1cccc(C)c1NC(=O)NN=C1CCCCC1	-4.9%	-0.3%	0.0%	2.3%	-5.5%	-0.2%	-0.1%	-5.8	-12.7%	1.4%	0.0%
O=C(NNC(=O)C1CC1c1ccccc1)c1cccc([N+](=O)[O-])c1 (stereo not given)	-4.6%	-3.6%	-5.0%	8.2%	18.9%	0.5%	-3.0%	4.3	0.0%	·	-4.2%[46.1 µM]
Cc1ccc(S(=O)(=O)NCC(=O)NNC(=O)c2ccc(Br)cc2)cc1C	-5.6%	-0.6%	-6.3%	26.6%	18.8%	-0.9%	·	14.5	-10.1%	-3.8%	-10.2%
O=C(NCc1ccccc1)[C@H]1C[C@@H]1[C@H](NP(=O)(c1ccccc1)c1ccccc1)c1ccccc1	-5.8%	-6.8%	·	-5.9%	18.5%	4.8%	-1.7%	-15.5	-15.8%	2.9%	-2.3%
C=CCN1C(=O)c2ccc(C(=O)NCC(c3ccccc3)N(C)C)cc2C1=O (stereo not given)	-4.2%	-2.0%	8.8%	17.6%	11.2%	3.8%	-4.6%	15.0	4.6%	8.2%	19.4%
CN(C)c1ccc(/C=c2/sc3n(c2=O)NC2(c4ccccc4)N(C)C(=O)N(C)C2(c2ccccc2)N=3)cc1 (stereo not given)	-6.1%	·	-0.3%	-9.9%	·	-6.1%	9.5%	4.0	6.5%	·	-4.0%[46.1 µM]
COc1ccc(C)cc1Nc1n[n+](C)c(-c2ccc(C(=O)O)cc2)s1	13.2%	·	31.8%	16.7%	·	?	1.2%	-10.6	-8.7%	·	·
COc1ccc(N2CCN(C(=O)COC(=O)c3ccc(Cl)nc3)CC2)cc1	-0.5%	22.8%	6.6%	?	-10.5%	?	3.3%	-22.3	-12.1%	-1.1%	-0.2%
CCOc1cc(C(=O)OCc2ccc([N+](=O)[O-])cc2)ccc1OCC(=O)N1CCOCC1	?	-2.6%	6.0%	?	-10.8%	-0.3%	0.2%	-3.5	-5.4%	-0.7%	-3.1%
Cc1ccccc1C(=O)NC(=S)NCC1CCCO1 (stereo not given)	-2.3%	-2.1%	-0.5%	15.6%	-2.5%	?	-3.7%	-6.9	-0.8%	0.1%	0.7%
COc1ccc(NC(=O)c2cccc(S(=O)(=O)N3CCN(C)CC3)c2)c(OC)c1	1.2%	-0.2%	5.4%	1.4%	21.1%	0.2%	-0.9%	-10.4	2.6%	1.1%	-1.4%
O=C(COC(=O)c1cccc(Br)c1)Nc1ccc2[nH]c(=O)[nH]c2c1	-6.4%	-1.4%	1.7%	0.4%	14.5%	4.9%	-2.6%	-3.7	4.4%	1.6%	4.2%
Cc1ccc(C)c(NC(=O)CN(C)C(=O)c2ccccc2Cc2ccccc2)c1	-0.1%	-1.2%	-1.0%	?	-6.0%	8.1%	8.7%	6.5	11.4%	-1.0%	-3.2%
O=C(NC1CCS(=O)(=O)C1)C1C2CC3CC(C2)CC1C3 (stereo not given)	-0.5%	-4.1%	2.0%	9.3%	-5.2%	?	-4.0%	-9.0	10.7%	4.5%	0.0%
CCOC(=O)/C=C/[C@H]1CCc2cccc(C)c2O1	-0.2%	0.6%	13.5%	?	6.4%	?	-2.2%	-24.8	-1.5%	5.2%	-3.9%
COc1ccccc1C1/C(=C(/O)c2ccc(C)cc2)C(=O)C(=O)N1CC(C)O (stereo not given)	1.5%	-0.2%	-0.8%	-3.6%	-13.7%	1.4%	-0.2%	3.4	1.4%	-2.7%	-2.7%
COc1ccc(NC(=O)c2ccc(S(=O)(=O)NCc3cccnc3)cc2)cc1	-1.4%	0.1%	-1.8%	3.2%	2.6%	-0.2%	-5.2%	-0.4	-28.9%	-4.0%	-0.6%
Cc1csc(SCCn2c(N3CCOCC3)nc3c2c(=O)[nH]c(=O)n3C)n1	-0.3%	5.4%	7.3%	-6.0%	2.6%	8.3%	-5.7%	3.7	2.6%	0.9%	5.1%
CC(=O)Nc1ccc(S(=O)(=O)N2CCN=C2SCc2ccc(F)cc2)cc1	0.0%	-0.2%	-12.6%	2.91µM*	-7.0%	-2.1%	4.5%	44.7	8.8%	-1.1%	2.1%
N#Cc1cccc(C(=O)OCC(=O)N2CCCc3ccccc32)c1	-2.1%	-3.7%	7.6%	?	16.7%	?	-4.4%	-6.9	8.2%	1.5%	-3.4%

smiles	Tb PFK block	PTAP TSG101 blk	AT treatment	ELG1 repair inh	Integrin act MD	BCR signal inh	Mito fusion yeast	TSHR antag	Eya2 inh	ASM inhibitor	TCR act
O=C(COC(=O)c1cccs1)Nc1cccc(S(=O)(=O)NC2=NCCCCC2)c1	-14.0%	0.0%	-1.4%	?	15.8%	-0.5%	-5.4%	1.2	10.6%	-1.5%	-2.3%
Cc1ccc[n+](CC(=O)/C=C2\N(C)c3ccccc3C2(C)C)c1	24.6%	-1.7%	8.6%	2.2%	-9.1%	-0.8%	0.9%	10.0	2.1%	-2.3%	-0.1%[46.1 µM]
COc1ccc(C(=O)C2CCCN(C(=O)c3ccc(C(C)=O)s3)C2)c(C)c1 (stereo not given)	-0.3%	-3.8%	-9.0%	-13.4%	11.6%	?	8.3%	-9.7	10.9%	1.1%	0.6%
NNC(=O)COc1ccc(-c2n[nH]c(C(F)(F)F)c2-c2ccc(Br)cc2)c(O)c1	-0.5%	-10.3%	-0.2%	?	29.1%	?	-0.8%	-21.0	-9.9%	-10.3%	-5.7%[46.1 µM]
CCC(=O)Nc1ccc2c(c1)nc(CCN1CCN(C)CC1)n2C	-1.2%	-6.7%	6.0%	7.4%	-24.7%	0.8%	0.5%	1.2	4.8%	4.9%	·
CNc1ccccc1C(C)(C)c1cc(-c2ccc(F)cc2)no1	-2.7%	-6.1%	0.8%	?	5.5%	10.4%	0.8%	-38.1	-1.7%	4.1%	-0.2%[46.1 µM]
CCOC(=O)c1[nH]ncc1CN1CCCC(C(=O)c2ccc(OC)c(OC)c2)C1 (stereo not given)	0.1%	-4.7%	3.4%	-1.0%	-1.7%	-1.7%	-3.5%	-0.9	-4.4%	0.2%	-2.1%

Given with values under each structure: part of the list above.
The line under a structure holds: Tb PFK block | PTAP TSG101 blk | AT treatment | ELG1 repair inh | Integrin act MD | BCR signal inh | Mito fusion yeast | TSHR antag | Eya2 inh | ASM inhibitor | TCR act
NNC(=O)COc1ccc(-c2n[nH]c(C(F)(F)F)c2-c2ccc(Br)cc2)c(O)c1
→ -0.5% | -10.3% | -0.2% | ? | 29.1% | ? | -0.8% | -21.0 | -9.9% | -10.3% | -5.7%[46.1 µM]
CCC(=O)Nc1ccc2c(c1)nc(CCN1CCN(C)CC1)n2C
→ -1.2% | -6.7% | 6.0% | 7.4% | -24.7% | 0.8% | 0.5% | 1.2 | 4.8% | 4.9% | ·
